Screens as filed in PubChem BioAssay.
POLI inh: qHTS for Inhibitors of Polymerase Iota. DNA polymerase iota (Homo sapiens), Q9UNA4. Pol iota fluorescent replication assay, 10 min. Potency, µM (titrated, usually from 115 µM), without a hit: at the highest dose activity, negative = inhibition, actives largely listed as inhibitors. 390,000 tested, 1% active. AID 588590, 2011; note: potency is the fitted concentration of half-maximal effect
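Pol iota at 10 nM preincubated 15 min with compounds at room temperature; reaction started with fluorescent substrate, 50 nM final. Fluorescence read kinetically at 0 and 10 min; buffer-only wells as negative control.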
BLM helicase inh: qHTS Assay for Inhibitors of Bloom's syndrome helicase (BLM). RecQ-like DNA helicase BLM (Homo sapiens), P54132. recombinant BLM DNA unwinding, fluorescence dequenching. Potency, µM (doses to about 56.1 µM), for inactives: at the top dose activity change, negative = inhibition, actives largely listed as inhibitors. 350,000 tested, 0.2% active. AID 2528, 2010;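 note: potency is the fitted concentration of half-maximal effect; plate controls were vehicle for no effect and no enzyme for full effect; nearly all actives have a fitted effect of over 35% in size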
APE1 inh: qHTS Assay for Inhibitors of the Human Apurinic/apyrimidinic Endonuclease 1 (APE1) | DNA repair nuclease/redox regulator APEX1 (Homo sapiens), P27695 | recombinant APE1, TAMRA/BHQ-2 abasic DNA cleavage fluorescence | Potency, µM (doses to about 65.8 µM), inactives show at the top dose activity change, negative = inhibition, hits mostly inhibitors | 350,000 tested, 0.35% active | AID 2517, 2012;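 note: potency is the fitted concentration of half-maximal effect; plate controls were vehicle for no effect and reference inhibitor for full effect; nearly all actives have a fitted effect of over 55% in size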
Target sequence (P27695 whole entry, looked up): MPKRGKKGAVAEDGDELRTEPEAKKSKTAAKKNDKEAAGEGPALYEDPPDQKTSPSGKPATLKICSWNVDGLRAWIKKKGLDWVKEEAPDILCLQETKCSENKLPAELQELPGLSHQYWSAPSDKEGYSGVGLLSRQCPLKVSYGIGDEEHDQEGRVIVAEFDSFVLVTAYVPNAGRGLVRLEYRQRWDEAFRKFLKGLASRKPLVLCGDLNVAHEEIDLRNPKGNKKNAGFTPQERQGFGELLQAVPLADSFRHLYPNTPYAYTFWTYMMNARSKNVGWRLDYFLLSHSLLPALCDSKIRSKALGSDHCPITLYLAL
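Compound pre-exposure to 0.75 nM APE1, 15 min at ambient temperature. Reaction initiated with 50 nM TAMRA/BHQ-2 THF substrate, read immediately in kinetic mode, 525 nm excitation, 598 nm emission.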
12-LOX inh: Primary qHTS assay for inhibitors of human arachidonate 12S-lipoxygenase (ALOX12): Round 2. Polyunsaturated fatty acid lipoxygenase ALOX12 (Homo sapiens), P18054. purified 12hLO, xylenol orange hydroperoxide absorbance. Potency, µM (series often up to 108 µM), without a hit: at the highest dose activity change, negative = inhibition, most hits filed as inhibitors. 580,000 tested, 1.1% active. AID 1671190, 2021; note: potency is the fitted concentration of half-maximal effect; % is set by controls: 0 for no effect and ±100 for the full control effect
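Purified human 12hLO (150 nM final) in 25 mM Hepes, 0.01% Triton X-100, pH 7.0 was preincubated 15 min at room temperature with compound. Then 40 uM arachidonic acid was added, 30 min. Hydroperoxide was read by Fe-XO absorbance ratio 573/405 nm.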
Anesthetic bind: qHTS Assay for Identification of Novel General Anesthetics; Potency, µM (titrated, usually from 77.5 µM), inactives show top-dose activity change, negative = displacement, hits mostly inhibitors; Ferritin light chain (Equus caballus), P02791; 350,000 tested, 0.074% active; AID 485281, 2010; apoferritin/1-aminoanthracene competitive binding, fluorescence; note: potency is the fitted concentration of half-maximal effect; % is set by controls: 0 for no effect and ±100 for the full control effect; nearly all actives have a fitted effect of over 20% in size
Target sequence (P02791 2-175 limits assumed): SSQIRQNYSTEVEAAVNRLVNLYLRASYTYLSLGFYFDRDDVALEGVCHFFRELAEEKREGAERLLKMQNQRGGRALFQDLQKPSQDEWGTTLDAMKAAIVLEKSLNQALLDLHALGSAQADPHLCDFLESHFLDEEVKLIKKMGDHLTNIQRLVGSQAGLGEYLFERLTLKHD
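Apoferritin-based anesthetic binding model; compound displacement of fluorescent 1-AMA measured as endpoint fluorescence after 10 minutes at room temperature, scaled to free-ligand and complex controls.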
TRHR agonist: qHTS for Small Molecule Agonists and Allosteric Enhancers of Human TRH Receptor: Primary Screen for Agonists; 360,000 tested, 0.18% active; TRHR cells, calcium flux fluo-8, FDSS agonist mode; activation, % at 2 µM; AID 493084, 2011; in the data active = activation above about 30%; note: 0% is about no effect
Target sequence (P34981 whole entry, looked up): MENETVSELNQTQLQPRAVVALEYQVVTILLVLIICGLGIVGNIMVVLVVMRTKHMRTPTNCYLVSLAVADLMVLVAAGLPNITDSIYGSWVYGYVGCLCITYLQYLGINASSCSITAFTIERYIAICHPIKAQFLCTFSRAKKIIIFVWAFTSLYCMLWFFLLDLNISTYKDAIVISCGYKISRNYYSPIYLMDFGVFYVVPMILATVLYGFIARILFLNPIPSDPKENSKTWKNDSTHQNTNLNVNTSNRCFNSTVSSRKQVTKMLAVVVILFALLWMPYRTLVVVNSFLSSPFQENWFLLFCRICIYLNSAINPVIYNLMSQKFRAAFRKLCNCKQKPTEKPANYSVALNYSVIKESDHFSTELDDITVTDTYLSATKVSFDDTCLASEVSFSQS
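Fluo-8-loaded TRHR cells; 10 s baseline, compound added, kinetic Ca2+ fluorescence read 1/s, agonist mode.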
Pol kappa inh: qHTS for Inhibitors of Polymerase Kappa. DNA polymerase kappa (Homo sapiens), Q9UBT6. purified Pol kappa, fluorescent DNA synthesis assay, 10 min. Potency, µM (top dose mostly 107 µM), inactives show top-dose activity, negative = inhibition, actives largely listed as inhibitors. 400,000 tested, 0.53% active; note: potency is the fitted concentration of half-maximal effect; % is set by controls: 0 for no effect and ±100 for the full control effect
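Inhibition of 10 nM Pol kappa is measured by a fluorescent read-out at 0 and 10 min following addition of 50 nM substrate (final), with a 15-min room-temperature compound preincubation.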
ERG-DNA inh: qHTS for Small Molecule Inhibitors of the ERG Ets/DNA interaction | Transcriptional regulator ERG (Homo sapiens), P11308 | fluorescence polarization, His-ERG Ets domain / labelled DNA | Potency, µM (doses to about 76.9 µM), for the others: at the top dose FP activity, negative = inhibition, actives largely listed as inhibitors | 370,000 tested, 0.028% active; active = well fitted inhibition curve with a large enough effect in the polarisation, with a control signal flat; inconclusive = small, poorly fitted or top-dose-only effect, or effect the other way, or a change in a side signal; inactive = no such curve, though single readings can be large or run the other way; the % refers to the polarisation;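 note: polarization taken with two DNA probes labelled with fluorescein and Texas red; potency is the fitted concentration of half-maximal effect; % of control where 0% means no effect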
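His-tagged ERG Ets domain (1 uM in the protein solution; 300mM KCl, 50mM Tris-HCl, 1mM EDTA, 1mM DTT, pH 7.5) received compound, then a probe mix of 5 nM fluorescein-DNA and 100nM Texas-615-DNA. Fluorescence polarization was read for both dyes.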
POLB inh: qHTS Assay for Inhibitors of DNA Polymerase Beta; Pol beta primer extension/strand displacement, fluorescence kinetic; Potency, µM (doses to about 114 µM), inactives show top-dose activity change, negative = inhibition, actives largely listed as inhibitors; 340,000 tested, 1.3% active; AID 485314, 2010; note: potency is the fitted concentration of half-maximal effect; % is set by controls: 0 for no effect and ±100 for the full control effect
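Human Pol beta at 10 nM; strand-displacement substrate 50 nM final. Compound exposure 15 min at room temperature before start, reaction 10 min at room temperature.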
* = called active by the depositor; [ ] = another dose, or the depositor's remark. Unless noted, calls come from the whole dose curve; as a rule, active = well fitted curve in the direction sought with a large enough effect; inconclusive = small, poorly fitted or top-dose-only effect, or another doubt; inactive = no such curve, though single readings can be large; an effect the other way counts as inactive or inconclusive.

Results for Cc1ccc(NC(=O)COC(=O)CNC(=O)c2cccc([N+](=O)[O-])c2)cc1S(=O)(=O)N1CCCCCC1 ?
POLI inh: 51%[activator]; BLM helicase inh: -9%; APE1 inh: inconclusive; 12-LOX inh: -17%; Anesthetic bind: inconclusive; TRHR agonist: 0.3; Pol kappa inh: -6%; ERG-DNA inh: 18%; POLB inh: 45%

What do the screens show for `COc1ccc(NC(=O)CSc2nnc(Cc3cccn3C)n2-c2ccc(F)cc2)cc1`?
POLI inh: 26%; BLM helicase inh: -3%; APE1 inh: -1%; 12-LOX inh: 16%[57.4 µM]; Anesthetic bind: -1%; TRHR agonist: 0.1; Pol kappa inh: 11%; ERG-DNA inh: -9%; POLB inh: 1%

How did Cc1cccc(OCC(=O)NCCNC(=O)c2ccccn2)c1 do in these assays?
POLI inh: 23%; BLM helicase inh: -4%; APE1 inh: 32%; 12-LOX inh: -19%; Anesthetic bind: -3%; TRHR agonist: -1.6; Pol kappa inh: -8%; ERG-DNA inh: -6%; POLB inh: 23%

Results for Cc1ccc(S(=O)(=O)N2CCc3c2cc([N+](=O)[O-])cc3[N+](=O)[O-])cc1 ?
POLI inh: inconclusive; BLM helicase inh: -8%; APE1 inh: 31%; 12-LOX inh: inconclusive; Anesthetic bind: -12%; TRHR agonist: -0.4; Pol kappa inh: -16%; ERG-DNA inh: -4%; POLB inh: -29%

How did c1nc2nc3c(c(N4CCOCC4)n2n1)CCCC3 do in these assays?
POLI inh: 12%; BLM helicase inh: 1%; APE1 inh: 15%; 12-LOX inh: 0%; Anesthetic bind: -14%; TRHR agonist: 0.6; Pol kappa inh: -2%; ERG-DNA inh: -1%; POLB inh: 19%

How did COc1ccc(NC(=O)CN(c2cc(C)cc(C)c2)S(=O)(=O)c2c(C)noc2C)cc1OC do in these assays?
POLI inh: inconclusive; BLM helicase inh: -1%; APE1 inh: 1%; 12-LOX inh: -10%; Anesthetic bind: -1%; TRHR agonist: -0.1; Pol kappa inh: -12%; ERG-DNA inh: 0%; POLB inh: 2%

How did COc1ccc(-c2n[nH]c(=S)nc2-c2ccc(OC)cc2)cc1 do in these assays?
POLI inh: 23%; BLM helicase inh: -2%; APE1 inh: -1%; 12-LOX inh: 63%[activator]; Anesthetic bind: -14%; TRHR agonist: 0.7; Pol kappa inh: -4%; ERG-DNA inh: -2%; POLB inh: 60%

What do the screens show for `Cc1ccccc1CC(=O)N1CCCC(CNC(=O)c2ccc(F)cc2)C1` (stereo not drawn)?
POLI inh: 37%[activator]; BLM helicase inh: 0%; APE1 inh: 15%; 12-LOX inh: 5%; Anesthetic bind: -14%; TRHR agonist: 0.2; Pol kappa inh: 1%; ERG-DNA inh: 0%; POLB inh: 30%

How did C=CCOC(=O)C1=C(C)NC(SC)=C(C#N)C1c1cccs1 (stereo not drawn) do in these assays?
POLI inh: 9%; BLM helicase inh: -8%; APE1 inh: -3%; 12-LOX inh: 32%[activator]; Anesthetic bind: inconclusive; TRHR agonist: -0.7; Pol kappa inh: -7%; ERG-DNA inh: 6%; POLB inh: -3%

How did COc1ccc2cc(CCOC3CCCCO3)ncc2c1 (stereo not drawn) do in these assays?
POLI inh: -11%; APE1 inh: -14%; 12-LOX inh: -7%; TRHR agonist: 0.0; Pol kappa inh: -2%; ERG-DNA inh: -8%

Results for Cc1ccc(S(=O)(=O)Nc2cc(Cl)ccc2-n2cncn2)cc1 ?
POLI inh: -1%; APE1 inh: 0%; 12-LOX inh: -24%; TRHR agonist: -0.2; Pol kappa inh: -10%; ERG-DNA inh: 33%[activator]

How did COC(=O)c1ccccc1NC(=O)c1cc(-c2ccc(Cl)cc2)on1 do in these assays?
POLI inh: -6%; BLM helicase inh: 2%; 12-LOX inh: -20%; Anesthetic bind: 3%; TRHR agonist: 1.0; Pol kappa inh: -7%; ERG-DNA inh: 10%; POLB inh: 10%

Results for Cc1ccc(-n2c(=O)[nH]c3sc4c(c3c2=O)CCCC4)cc1 ?
POLI inh: 10%; BLM helicase inh: -4%; 12-LOX inh: inconclusive; Anesthetic bind: -7%; TRHR agonist: -0.6; Pol kappa inh: 3%; ERG-DNA inh: -1%; POLB inh: 8%

Results for Cc1cc(NC(=O)c2noc3c2CCCC3)n(-c2ccccc2)n1 ?
POLI inh: 7%; BLM helicase inh: -5%; APE1 inh: 0%; 12-LOX inh: -11%; Anesthetic bind: -13%; TRHR agonist: -0.7; Pol kappa inh: -25%; ERG-DNA inh: 4%; POLB inh: -14%

What do the screens show for `CC(C)[C@H](NS(=O)(=O)c1cccc(Cl)c1)C(=O)OCC(=O)N1CCN(c2ccccc2)CC1`?
POLI inh: -7%; BLM helicase inh: -4%; APE1 inh: -5%; 12-LOX inh: inconclusive; Anesthetic bind: -14%; TRHR agonist: -0.1; Pol kappa inh: -12%; ERG-DNA inh: -6%; POLB inh: 9%

Gathered by group, the entries above containing a thiophene ring, fused or not
How did C=CCOC(=O)C1=C(C)NC(SC)=C(C#N)C1c1cccs1 (stereo not drawn) do in these assays?
POLI inh: 9%; BLM helicase inh: -8%; APE1 inh: -3%; 12-LOX inh: 32%[activator]; Anesthetic bind: inconclusive; TRHR agonist: -0.7; Pol kappa inh: -7%; ERG-DNA inh: 6%; POLB inh: -3%

Results for Cc1ccc(-n2c(=O)[nH]c3sc4c(c3c2=O)CCCC4)cc1 ?
POLI inh: 10%; BLM helicase inh: -4%; 12-LOX inh: inconclusive; Anesthetic bind: -7%; TRHR agonist: -0.6; Pol kappa inh: 3%; ERG-DNA inh: -1%; POLB inh: 8%

New compounds follow:
What do the screens show for `COc1cccc(CNC(=O)CCC2CCCN(c3cc(C)nc(N)n3)C2)c1` (stereo not drawn)?
POLI inh: -19%; BLM helicase inh: 4%; APE1 inh: -15%; 12-LOX inh: 15%; Anesthetic bind: -8%; TRHR agonist: 12; Pol kappa inh: -5%; ERG-DNA inh: 2%; POLB inh: 15%

How did COc1cc2c(cc1OC)CN(C(=O)CSc1n[nH]c(N)n1)CC2 do in these assays?
POLI inh: 14%; BLM helicase inh: -2%; APE1 inh: 2%; 12-LOX inh: 0%; Anesthetic bind: -3%; TRHR agonist: 0.4; Pol kappa inh: 5%; ERG-DNA inh: -3%; POLB inh: -17%

What do the screens show for `CCOC(=O)C1(CCOc2ccccc2)CCN(Cc2cnc(C)s2)CC1`?
POLI inh: 11%; BLM helicase inh: -1%; APE1 inh: 6%; 12-LOX inh: 2%; Anesthetic bind: -2%; TRHR agonist: -0.4; Pol kappa inh: -13%; ERG-DNA inh: 11%; POLB inh: 6%

What do the screens show for `Cn1nc(C(=O)NCCN2CCOCC2)c2ccccc2c1=O`?
POLI inh: 8%[58.9 µM]; BLM helicase inh: 0%; APE1 inh: 0%; 12-LOX inh: 17%; Anesthetic bind: 9%; TRHR agonist: -1.6; Pol kappa inh: 5%; ERG-DNA inh: -1%; POLB inh: -11%

How did Cc1nnc(N2CCC(C(=O)NCc3ccc(N(C)C)cc3)CC2)c2nn(-c3ccccc3)c(C)c12 do in these assays?
POLI inh: -5%; BLM helicase inh: -2%; 12-LOX inh: inconclusive; Anesthetic bind: -4%; TRHR agonist: -1.0; Pol kappa inh: -12%; ERG-DNA inh: 0%; POLB inh: -24%

What do the screens show for `O=c1nc2n(c3sc4c(c13)CCCC4)C(CBr)CS2` (stereo not drawn)?
POLI inh: -6%; BLM helicase inh: 1%; APE1 inh: 5%; 12-LOX inh: inconclusive; Anesthetic bind: -18%; TRHR agonist: -0.9; Pol kappa inh: -14%; ERG-DNA inh: -2%; POLB inh: 1%

What do the screens show for `COc1ccc(OC)c(C(=O)CSc2nnc(Cc3cccs3)n2CCc2ccccc2)c1`?
POLI inh: -8%; BLM helicase inh: 1%; APE1 inh: 4%; 12-LOX inh: -5%; Anesthetic bind: inconclusive; TRHR agonist: -1.0; Pol kappa inh: -10%; ERG-DNA inh: 4%; POLB inh: inconclusive

How did Cc1ccc(-c2cc(C(=O)NN=C3CCCC3)c3ccccc3n2)cc1 do in these assays?
POLI inh: -6%; BLM helicase inh: 0%; APE1 inh: -4%; 12-LOX inh: 0%[57.4 µM]; Anesthetic bind: -18%; TRHR agonist: 0.1; Pol kappa inh: 2%; ERG-DNA inh: -2%; POLB inh: 24%

What do the screens show for `COc1ccc(N2C(=O)C(CC(=O)O)S/C2=N\N=C\c2cccs2)cc1` (stereo not drawn)?
POLI inh: -4%; BLM helicase inh: -8%; APE1 inh: -1%; 12-LOX inh: -8%; Anesthetic bind: 2%; TRHR agonist: -0.2; Pol kappa inh: 7%; ERG-DNA inh: -2%; POLB inh: 24%

These rows are one share of the data (hit frequency here may not be typical).
